Screens (PubChem BioAssay)
IDH1 R132H inh – IDH1 R132H (human) inhibition; O75874; actives 0.18% (n = 70,000); inhibition, % at 10 µM; IDH1 R132H reductase, diaphorase/resazurin fluorescence, 60 min; in the data active = inhibition above about 34%;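 also: 0% = DMSO and 100% = no enzyme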
EZH2 inh – EZH2 (human) methyltransferase inhibition; inhibition, % at 12.5 µM; AID 651548; actives 0.35% (n = 57,000); PRC2 H3K27 methylation, DELFIA TRF, 1 h;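 active = mean inhibition of replicates at least 50% and every single replicate also reaching 50%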;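 also: dimethyl H3K27 on biotinylated H3 21-44 peptide detected by antibody; plate controls were median neutral control wells for no effect and median positive control wells for full effect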
Target sequence (Q15910 whole entry, looked up): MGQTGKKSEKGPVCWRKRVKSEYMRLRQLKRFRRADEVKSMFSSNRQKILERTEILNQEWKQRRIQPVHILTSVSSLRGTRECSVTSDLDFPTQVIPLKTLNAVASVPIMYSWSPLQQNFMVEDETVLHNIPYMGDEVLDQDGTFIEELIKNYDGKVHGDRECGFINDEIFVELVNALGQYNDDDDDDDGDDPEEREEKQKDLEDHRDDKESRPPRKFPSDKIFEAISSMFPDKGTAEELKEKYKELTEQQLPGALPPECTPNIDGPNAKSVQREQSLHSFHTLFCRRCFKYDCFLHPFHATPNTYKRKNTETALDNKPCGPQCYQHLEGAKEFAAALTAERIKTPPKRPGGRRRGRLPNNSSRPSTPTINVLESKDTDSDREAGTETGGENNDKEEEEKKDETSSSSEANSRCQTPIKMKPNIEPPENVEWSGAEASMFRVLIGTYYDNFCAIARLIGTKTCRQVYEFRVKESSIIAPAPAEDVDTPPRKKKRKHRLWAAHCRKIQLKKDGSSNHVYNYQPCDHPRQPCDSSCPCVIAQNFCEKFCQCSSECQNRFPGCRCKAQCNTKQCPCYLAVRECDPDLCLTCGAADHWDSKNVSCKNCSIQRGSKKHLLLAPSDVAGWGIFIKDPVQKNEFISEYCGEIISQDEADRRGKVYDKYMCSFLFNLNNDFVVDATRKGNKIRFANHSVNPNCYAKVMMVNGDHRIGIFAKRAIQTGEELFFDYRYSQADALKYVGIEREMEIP
Active calls of the source: *; x = no result given; & = joins results of further samples. These rows are one share of the data; the hit share may differ from the screen's.

Preview:
Below each compound – IDH1 R132H inh | EZH2 inh
CC(C)NC(=O)N(C)C[C@H]1Oc2ncc(C#CC3CC3)cc2C(=O)N([C@@H](C)CO)C[C@H]1C
    -0.3 | 19
C[C@H]1CN([C@@H](C)CO)C(=O)c2cc(NS(C)(=O)=O)ccc2O[C@H]1CN(C)Cc1ccc(C(=O)Nc2ccccc2N)cc1
    0.0 | 6

The listing, from the first entry:
Below each compound – IDH1 R132H inh | EZH2 inh
CC(C)NC(=O)N(C)C[C@H]1Oc2ncc(C#CC3CC3)cc2C(=O)N([C@@H](C)CO)C[C@H]1C
    -0.3 | 19
C[C@H]1CN([C@@H](C)CO)C(=O)c2cc(NS(C)(=O)=O)ccc2O[C@H]1CN(C)Cc1ccc(C(=O)Nc2ccccc2N)cc1
    0.0 | 6
CO[C@H]1CN(C)C(=O)c2cc(NS(C)(=O)=O)ccc2OC[C@H](C)N(Cc2ccccc2)C[C@@H]1C
    0.0 | -2
CC(C)CC#Cc1ccc2c(c1)O[C@H](CN(C)Cc1ccccn1)[C@H](C)CN([C@H](C)CO)S2(=O)=O
    -3.5 | -3
COCC#Cc1ccc2c(c1)O[C@@H](CN(C)Cc1ccc3c(c1)OCO3)[C@H](C)CN([C@H](C)CO)S2(=O)=O
    0.2 | 18
CS(=O)(=O)N(CC(=O)Nc1ccc(Br)cc1F)c1ccccc1Cl
    1.0 | 6
C[C@H](CO)N1C[C@H](C)[C@@H](CN(C)Cc2cccc(F)c2)Oc2ncc(C#CCc3ccccc3)cc2C1=O
    -3.1 | x
C[C@@H]1CN([C@@H](C)CO)C(=O)Cc2cc(NS(=O)(=O)c3ccc(F)cc3)ccc2O[C@@H]1CN(C)Cc1ccccc1
    x | 3
C[C@@H]1CN([C@H](C)CO)C(=O)c2cc(NC(=O)Cc3cn(C)c4ccccc34)ccc2O[C@@H]1CN(C)Cc1ccccc1
    -0.1 | -8
C[C@H](CO)N1C[C@H](C)[C@@H](CN(C)Cc2ccncc2)OCCCC[C@H](C)Oc2ccc(NC(=O)CCCN(C)C)cc2C1=O
    x | 4
C[C@@H]1CN([C@H](C)CO)S(=O)(=O)c2ccc(C#CCN(C)C)cc2O[C@@H]1CN(C)Cc1ccncc1
    5.4 | 3
CCOC(=O)c1c(NC(=O)CSc2nnc(C)s2)sc2c1CCCCC2
    -0.2 | x
Cc1cccc(N2C(=O)CC(SCC(=O)Nc3ccccc3)C2=O)c1 (stereo not given)
    0.4 | 4
O=C(Cc1ccccn1)NCC[C@H]1CC[C@@H](NS(=O)(=O)c2ccccc2)[C@@H](CO)O1
    -0.5 | -6
Cc1cc(C(=O)Nc2cccc3c2O[C@H](CN(C)Cc2ccc(Cl)c(Cl)c2)[C@@H](C)CN([C@@H](C)CO)C3=O)n(C)n1
    1.3 | -2
C[C@H](CO)N1C[C@H](C)[C@@H](CN(C)Cc2ccncc2)Oc2c(NC(=O)c3cnccn3)cccc2C1=O
    5.1 | 18
C[C@@H]1CN([C@H](C)CO)S(=O)(=O)c2ccc(-c3cccc(F)c3)cc2O[C@H]1CN(C)C(=O)C1CC1
    -0.5 | 5
C[C@@H]1CN([C@H](C)CO)C(=O)c2cccc(NS(C)(=O)=O)c2O[C@H]1CN(C)Cc1ccc2c(c1)OCO2
    1.7 | -10
CCC(=O)Nc1ccc2c(c1)C(=O)N(C)C[C@@H](OC)[C@@H](C)CN(C(=O)C1CC1)[C@H](C)CO2
    0.3 | 2
CC(=O)N(C)C[C@H]1Oc2ncc(-c3ccccc3C)cc2C(=O)N([C@@H](C)CO)C[C@H]1C
    0.7 | -9
CCC(C)C(=O)OCC1(c2ccc(C)cc2OC(=O)C(C)C)CO1 (stereo not given)
    0.1 | 5
C[C@@H]1CN([C@@H](C)CO)C(=O)Cc2cc(NC(=O)Cc3ccccc3)ccc2O[C@@H]1CN(C)C
    1.3 | 4
CS(=O)(=O)Nc1ccc2c(c1)[C@@H]1C[C@H](CC(=O)NCc3cccc(F)c3)O[C@H](CO)[C@@H]1O2
    -0.2 | -10
CC(C)n1cnc2c(NCc3ccccc3)nc(NCCO)nc21
    0.0&0.3 | -7
C[C@@H]1CN([C@@H](C)CO)C(=O)Cc2cc(NC(=O)Nc3ccccc3)ccc2O[C@@H]1CN(C)Cc1ccc(-c2ccccc2)cc1
    -4.6 | x
C/C=C/c1cnc2c(c1)C(=O)N([C@H](C)CO)C[C@H](C)[C@@H](CN(C)C(=O)C1CC1)O2
    0.2 | 14
CC(C)NC(=O)N(C)C[C@H]1Oc2cc(C#C[C@H](C)O)ccc2S(=O)(=O)N([C@@H](C)CO)C[C@@H]1C
    2.1 | 4
COc1ccc([N+](=O)[O-])cc1N(CC(=O)Nc1cccc(C(F)(F)F)c1)S(C)(=O)=O
    0.1 | -3
Cn1c(SCc2ccccc2C#N)nnc1-c1ccncc1
    -0.6 | 0
C[C@H](CO)N1C[C@H](C)[C@@H](CN(C)S(=O)(=O)c2ccccc2)Oc2ncc(/C=C/c3ccccc3)cc2C1=O
    0.2 | -6

5 structures out of the list, arranged by number of heavy atoms, low to high:
Below each compound – IDH1 R132H inh | EZH2 inh
CS(=O)(=O)N(CC(=O)Nc1ccc(Br)cc1F)c1ccccc1Cl
    1.0 | 6
C/C=C/c1cnc2c(c1)C(=O)N([C@H](C)CO)C[C@H](C)[C@@H](CN(C)C(=O)C1CC1)O2
    0.2 | 14
CCC(=O)Nc1ccc2c(c1)C(=O)N(C)C[C@@H](OC)[C@@H](C)CN(C(=O)C1CC1)[C@H](C)CO2
    0.3 | 2
C[C@H]1CN([C@@H](C)CO)C(=O)c2cc(NS(C)(=O)=O)ccc2O[C@H]1CN(C)Cc1ccc(C(=O)Nc2ccccc2N)cc1
    0.0 | 6
C[C@H](CO)N1C[C@H](C)[C@@H](CN(C)Cc2ccncc2)OCCCC[C@H](C)Oc2ccc(NC(=O)CCCN(C)C)cc2C1=O
    x | 4

(continued)
Below each compound – IDH1 R132H inh | EZH2 inh
CCCNC(=O)N1C[C@@H](C)[C@@H](OC)CN(C)C(=O)c2ccc(NS(=O)(=O)CC(F)(F)F)cc2OC[C@@H]1C
    -0.3 | 5
COc1ccc(C(=O)Nc2ccccc2C(=O)NC(C(=O)O)C(C)C)cc1 (stereo not given)
    -0.1 | 7
COc1ccccc1C(=O)Nc1ccc2c(c1)C(=O)N(C)C[C@H](OC)[C@H](C)CN[C@H](C)CO2
    0.2 | -1
COc1ccc(CN(C)C[C@H]2Oc3ccc(NC(=O)Nc4ccc(F)cc4)cc3C(=O)N([C@@H](C)CO)C[C@@H]2C)cc1
    0.8 | x
O=C(Nc1ccccc1)C1=C[C@H](c2ccc(C(F)(F)F)cc2)C[C@H](OCc2ccc(CO)cc2)O1
    x | 40
CCC(=O)Nc1ccc2c(c1)C(=O)N(C)C[C@@H](OC)[C@@H](C)CN(C(=O)CC)[C@H](C)CO2
    -0.1 | 1
C[C@@H]1CN([C@@H](C)CO)C(=O)c2cccc(NC(=O)c3ccncc3)c2O[C@@H]1CN(C)S(=O)(=O)c1ccc(Cl)cc1
    x | -4
CCC(=O)N(C)C[C@@H]1Oc2ncc(-c3ccccc3OC)cc2C(=O)N([C@@H](C)CO)C[C@H]1C
    -6.9 | -4
COc1ccc(NC(=O)N(C)C[C@@H]2Oc3ccc(NC(=O)CCCCCC(=O)Nc4ccccc4N)cc3C(=O)N([C@H](C)CO)C[C@H]2C)cc1
    x | 2
CCCNC(=O)N(C)C[C@@H]1Oc2ncc(C3=CCCCC3)cc2C(=O)N([C@@H](C)CO)C[C@@H]1C
    x | -2
C[C@@H]1CN([C@H](C)CO)S(=O)(=O)c2ccc(C#CCN(C)C)cc2O[C@@H]1CN(C)C(=O)C1CC1
    -3.7 | -6
C[C@H]1CN([C@@H](C)CO)C(=O)c2cccc(NC(=O)Nc3ccc(F)cc3)c2O[C@H]1CN(C)C(=O)Nc1cccc2ccccc12
    1.5 | x
NC(=O)C1=C[C@H](c2ccc3c(c2)OCO3)C[C@H](OCc2ccc(CO)cc2)O1
    x | 0
Cc1noc(C)c1NC(=O)N(C)C[C@@H]1Oc2ccc(NC(=O)Cn3cnnn3)cc2C(=O)N([C@H](C)CO)C[C@@H]1C
    0.0 | x
Cc1ccc(C(=O)NC(=O)CSc2n[nH]c(N)n2)cc1
    0.1 | -19
CNC[C@H]1Oc2ccc(NS(=O)(=O)c3cn(C)cn3)cc2CC(=O)N([C@@H](C)CO)C[C@H]1C
    4.0 | 4
CCCN(C)C[C@H]1Oc2ncc(-c3ccccc3OC)cc2C(=O)N([C@H](C)CO)C[C@H]1C
    -1.6 | -11
O=C(Cc1ccccn1)N[C@H]1CC[C@H](CC(=O)N2CCCCC2)O[C@@H]1CO
    0.0 | -5
CC(C)OC(=O)CSc1nc2c(c(-c3ccccc3)c1C#N)CCC2
    0.4 | 36
CO[C@@H]1CN(C)C(=O)c2cc(NC(=O)C3CC3)ccc2OC[C@@H](C)N(C(=O)Cc2ccccn2)C[C@@H]1C
    0.3 | 1
O=C(Nc1ccccc1C(=O)O)c1cccc(S(=O)(=O)Nc2ccccc2Cl)c1
    -0.7 | -1
COCC(=O)Nc1ccc2c(c1)OC[C@@H](C)N(Cc1cc(F)ccc1F)C[C@@H](C)[C@@H](OC)CN(C)C2=O
    -0.3 | 3
C[C@@H]1CN([C@@H](C)CO)C(=O)CCCn2cc(nn2)CO[C@@H]1CN(C)Cc1cccc2c1OCCCO2
    0.6 | 12
C[C@@H]1CN([C@H](C)CO)C(=O)CCCn2nncc2CO[C@@H]1CN(C)C(=O)CCCN(C)C
    8.1 | 0
C[C@H]1CN([C@@H](C)CO)C(=O)c2cccc(NS(=O)(=O)c3ccc(Cl)cc3)c2O[C@@H]1CN(C)C
    0.5 | x
C[C@@H]1CN([C@H](C)CO)C(=O)c2cc(NC(=O)c3ccncc3)ccc2O[C@@H](C)CCCCO[C@H]1CN(C)C(=O)Nc1ccc(F)cc1
    2.8 | x
C[C@@H]1CN([C@@H](C)CO)C(=O)Cc2cc(NC(=O)Nc3cccc4ccccc34)ccc2O[C@H]1CN(C)C(=O)Nc1cccc2ccccc12
    -0.7 | x
CCC(C)(C)C(=O)N1CCC(C(=O)OC)CC1
    -0.3 | -12
COCC#Cc1ccc2c(c1)O[C@H](CN(C)Cc1ccc(F)cc1)[C@H](C)CN([C@H](C)CO)S2(=O)=O
    -0.3 | -26
CCCN(C)C[C@@H]1Oc2cc(-c3cccnc3)ccc2S(=O)(=O)N([C@@H](C)CO)C[C@@H]1C
    -0.5 | 3

(cont.)
Below each compound – IDH1 R132H inh | EZH2 inh
COC(=O)[C@]1(CCS(=O)(=O)c2ccccc2)N=C(c2ccc(OCCCO)cc2)O[C@@H]1c1ccccc1N=[N+]=[N-]
    0.0 | -2
CO[C@H]1CN(C)C(=O)c2ccc(NC(=O)C3CC3)cc2OC[C@H](C)N(C(=O)CN2CCOCC2)C[C@@H]1C
    0.2 | 3
COc1cccc(NC(=O)N(C)C[C@@H]2Oc3ncc(C#Cc4ccncc4)cc3C(=O)N([C@@H](C)CO)C[C@H]2C)c1
    2.4 | -1
CNC[C@H]1OCCCC[C@H](C)Oc2ccc(NS(=O)(=O)c3ccc(Cl)cc3)cc2C(=O)N([C@@H](C)CO)C[C@H]1C
    x | -2
COc1cccc(S(=O)(=O)Nc2ccc3c(c2)[C@H]2C[C@H](CC(=O)N(C)C)O[C@H](CO)[C@H]2O3)c1
    -0.5 | -6
Cc1ccc(S(=O)(=O)N(C)C[C@H]2Oc3ccc(NC(=O)CCC(F)(F)F)cc3C(=O)N([C@H](C)CO)C[C@@H]2C)cc1
    x | -4
CN1CCN(C(=O)CN(C)S(=O)(=O)c2ccc3ccccc3c2)CC1
    0.3 | 8
O=C(C[C@H]1CC[C@H](NS(=O)(=O)c2ccccc2)[C@H](CO)O1)NCc1ccccc1F
    0.2 | 11
C[C@H]1CN([C@@H](C)CO)C(=O)Cc2cc(NC(=O)Cc3ccccc3)ccc2O[C@@H]1CN(C)C(=O)Nc1ccc2c(c1)OCO2
    -1.8 | -4
C[C@H](CO)N1C[C@H](C)[C@@H](CN(C)Cc2ccc3c(c2)OCO3)Oc2ccc(NC(=O)Nc3ccc(F)cc3)cc2CC1=O
    -0.1 | x
C[C@H]1CN([C@@H](C)CO)C(=O)c2cc(NC(=O)NC3CCCCC3)ccc2O[C@@H]1CN(C)C
    -0.2 | 0
CC(C)NC(=O)N(C)C[C@H]1OCCCC[C@H](C)Oc2ccc(NS(=O)(=O)c3cn(C)cn3)cc2C(=O)N([C@@H](C)CO)C[C@H]1C
    -5.6 | x
C[C@@H]1CCCCO[C@H](CN(C)S(=O)(=O)c2ccc(Cl)cc2)[C@@H](C)CN([C@H](C)CO)C(=O)c2cc(NC(=O)CCCCCC(=O)Nc3ccccc3N)ccc2O1
    0.0 | -35
C[C@@H]1CCCCO[C@H](CN(C)C(=O)Nc2ccccc2)[C@H](C)CN([C@@H](C)CO)C(=O)c2cc(NC(=O)Nc3ccccc3)ccc2O1
    2.8 | x
Cc1ccc(S(=O)(=O)N(C)C[C@H]2Oc3c(NC(=O)NC(C)C)cccc3C(=O)N([C@H](C)CO)C[C@@H]2C)cc1
    x | 18
CC1=C(C/C=N/NC(=O)CCCCC(=O)NO)C(C)(C)CCC1
    x | -3
CC(=O)N(C)C[C@H]1Oc2cc(C#CCC3CCCC3)ccc2S(=O)(=O)N([C@@H](C)CO)C[C@H]1C
    0.0 | -11
C[C@@H]1CN([C@H](C)CO)C(=O)c2cc(NS(=O)(=O)c3cccs3)ccc2O[C@H]1CN(C)CC1CCCCC1
    1.0 | 5
C[C@@H]1CCCCO[C@@H](CN(C)CC2CC2)[C@H](C)CN([C@H](C)CO)C(=O)c2cc(NC(=O)Nc3ccc4c(c3)OCO4)ccc2O1
    -1.0 | x
O=C(C[C@@H]1C=C[C@H](NC(=O)c2cccnc2)[C@@H](CO)O1)NCCN1CCCCC1
    0.1 | 5
O=c1ccc(Oc2nc(N3CCCCC3)nc(N3CCOCC3)n2)n[nH]1
    0.1 | -4
C[C@@H]1CN([C@@H](C)CO)S(=O)(=O)c2ccc(Br)cc2O[C@@H]1CN(C)C
    -1.5 | 11
